# Source: PubChem (several laboratories)
# XIAP antagonists: XIAP antagonists, biochemical, IAP family, fluorescence polarization (AID 1018). 200,000 tested, 0.007% active. XIAP BIR domain, fluorescence polarization peptide displacement; higher % means a stronger effect. E3 ubiquitin-protein ligase XIAP (Homo sapiens). displacement, % at 20 µM; hits with a dose series show IC50 in µM; in the data active means displacement above about 50%; further: a part of the inactive calls stands beside numbers as strong as those of hits
# PMI inhibition: human PMI inhibitors, high substrate, primary screen, biochemical, fluorescence intensity, high mannose 6-phosphate (AID 1220); Mannose-6-phosphate isomerase (Homo sapiens); recombinant PMI enzyme, coupled fluorescence intensity; higher % means a stronger effect; inhibition, % at 20 µM; hits with a dose series show IC50 in µM; 190,000 tested, 0.66% active
# SIAH1 antagonists: Siah-1 peptide-binding antagonists, primary screen, biochemical, fluorescence polarization, rhodamine-plectin, uHTS (AID 1817); 290,000 tested, 0.02% active; Siah-1 / rhodamine-plectin peptide fluorescence polarization; higher % means a stronger effect; E3 ubiquitin-protein ligase SIAH1 (Homo sapiens); one-dose displacement, % at 20 µM; IC50 in µM for titrated hits;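 active means displacement of at least 50% at 20 µM, with a fluorescence ratio check between 0.3 and a set limit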;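 further: plate controls were Siah plus tracer with DMSO for no effect and tracer alone without Siah for full effect; strong numbers were not always called active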
# Myeloid diff 2: induction of myeloid progenitor differentiation, primary screen, cell-based, flow cytometry, MLPCN library. ER-HoxA9 myeloid progenitors, lysozyme-GFP differentiation. 360,000 tested, 1% active. calls only at 10 µM. AID 624256, 2012;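 active means normalized GFP-positive differentiation at or above the plate's own cutoff, the solvent-only control mean plus 3 SD; inconclusive means no clear call, values can overlap the other calls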;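 further: cells exposed to compound for four days before flow analysis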
# RSV CPE inhibition: RSV antiviral activity via CPE protection, HEp-2 cells, primary 10 µM value included (AID 2391) | HEp-2 cells, RSV-induced CPE inhibition; higher % means a stronger effect | CPE inhibition, % at 10 µM; hits with a dose series show IC50 in µM | 310,000 tested, 0.13% active; in the data active means a potency from the dose series; inconclusive means CPE inhibition mostly from about 23% at the one dose, without a potency; inactive means the rest, 99 in 100 with CPE inhibition below about 21%; further: strong numbers were not always called active
# human PMI inhibition: inhibitors of human PMI, primary screen, biochemical, fluorescence intensity, coupled assay (AID 1209); Mannose-6-phosphate isomerase (Homo sapiens); purified PMI enzyme, coupled fluorescence intensity; higher % means a stronger effect; one-dose inhibition, % at 20 µM; IC50 in µM for titrated hits; 190,000 tested, 0.42% active;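 further: plate controls were DMSO vehicle for no effect and wells lacking substrate for full effect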
# TNAP activation fold: human TNAP enzyme activators, primary screen, biochemical, luminescent, no phosphate acceptor, uHTS (AID 1001); Alkaline phosphatase, tissue-nonspecific isozyme (Homo sapiens); purified TNAP, luminescent activation assay, no phosphate acceptor; higher activation fold means a stronger effect; one-dose activation fold at 20 µM; EC50 in µM for titrated hits; 200,000 tested, 0.03% active; in the data active means activation fold from about 3, or a potency from the dose series; inactive means the rest, 99 in 100 with activation fold below about 1.6; further: many of its hits are not listed in these tables
# PhoP inhibition: inhibitors of PhoP regulon expression, primary screen, Salmonella Typhimurium, GFP reporter (AID 1863). S. Typhimurium PhoP-regulated promoter GFP reporter, 4 h; higher % means a stronger effect. inhibition, % at 50 µM; hits with a dose series show IC50 in µM. 300,000 tested, 0.16% active;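 active means inhibition over 29.93%, a cutoff 3 SD above the screen mean, later confirmed by dose response; inconclusive means inhibition over 29.93% but no dose response follow-up; inactive means inhibition at most 29.93% or unconfirmed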;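 further: 0% = low Mg2+ inducing control and 100% = high Mg2+ repressing control; strong numbers were not always called active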
# WT yeast gro inh: growth inhibition of WT strain, primary screen, mitochondrial fusion inhibitor project, WT and mutant strains, chemical genetic. mitochondrial fusion phenotypic screen. inhibition, % at 10 µM. 190,000 tested, 2.1% active. AID 1362, 2008; in the data active means inhibition above about 58%; tested in S. cerevisiae
# WT yeast gro inh mutant strain: also measured in WT yeast gro inh; calls as there; inhibition, %; mitochondrial fusion phenotypic screen, mutant strain inhibition
# Myeloid diff 2 GFP+ MAC1+ %: further read-out of Myeloid diff 2, marked with its call; GFP+ MAC1+ double positive, %; measured here: differentiation confirmed by MAC1 staining
# Active calls of the source: *; i = inactive; u = inconclusive; x = no result given; + = active, no number. Unless noted, no stated cut-off is given here; in the data, active means inhibition above about 50%; inactive means the rest.
# A first look (four entries):
SMILES,XIAP antagonists,PMI inhibition,SIAH1 antagonists,Myeloid diff 2,Myeloid diff 2 GFP+ MAC1+ %,RSV CPE inhibition,human PMI inhibition,TNAP activation fold,PhoP inhibition,WT yeast gro inh,WT yeast gro inh mutant strain
Cn1cc(/C=C(\C#N)C(=O)Nc2cccc([N+](=O)[O-])c2)c2ccccc21,5.2%,-6%,4%,i,0.6,2.9%,-2%,1.1,6%,2,-4
Brc1cc2c(cc1/C=N/Nc1nc(N3CCOCC3)nc(N3CCOCC3)n1)OCO2,-7.9%,7%,-1%,i,0.6,7.1%,5%,1.1,-13%,8,-11
CC(C(=O)Nc1ccccc1C(=O)O)n1c(C(F)(F)F)nc2ccccc21 (stereo unspecified),0.2%,7%,7%,i,0.6,2.5%,1%,1.1,2%,-15,-1
O=C(Oc1ccc(Cl)c2ccccc12)N1CCCCC1,-1.7%,-3%,4%,i,0.7,3.1%,1%,1.1,-3%,15,39

# The whole of this part, from the first entry:
SMILES,XIAP antagonists,PMI inhibition,SIAH1 antagonists,Myeloid diff 2,Myeloid diff 2 GFP+ MAC1+ %,RSV CPE inhibition,human PMI inhibition,TNAP activation fold,PhoP inhibition,WT yeast gro inh,WT yeast gro inh mutant strain
Cn1cc(/C=C(\C#N)C(=O)Nc2cccc([N+](=O)[O-])c2)c2ccccc21,5.2%,-6%,4%,i,0.6,2.9%,-2%,1.1,6%,2,-4
Brc1cc2c(cc1/C=N/Nc1nc(N3CCOCC3)nc(N3CCOCC3)n1)OCO2,-7.9%,7%,-1%,i,0.6,7.1%,5%,1.1,-13%,8,-11
CC(C(=O)Nc1ccccc1C(=O)O)n1c(C(F)(F)F)nc2ccccc21 (stereo unspecified),0.2%,7%,7%,i,0.6,2.5%,1%,1.1,2%,-15,-1
O=C(Oc1ccc(Cl)c2ccccc12)N1CCCCC1,-1.7%,-3%,4%,i,0.7,3.1%,1%,1.1,-3%,15,39
Cc1c(NC(=S)N/N=C/C=C/c2ccccc2)c(=O)n(-c2ccccc2)n1C,x,x,4%,i,0.6,1.2%,x,x,-1%,x,x
CC(C)c1ccc(NC2CCCN(C(=O)c3ccco3)C2)cc1 (stereo unspecified),x,x,2%,i,0.7,2.9%,x,x,3%,x,x
O=C(Nc1cc(C(F)(F)F)ccc1N1CCOCC1)c1cncc(Br)c1,-2.5%,2%,0%,i,0.7,0.5%,5%,1.1,-13%,-3,1
CC(C)(C)n1cnnc1Sc1ccc([N+](=O)[O-])cn1,x,x,-1%,i,0.4,-0.2%,x,x,1%,x,x
FC(F)(F)c1nnc2ccc(NCc3ccccc3)nn12,-6.3%,0%,6%,i,0.3,4.1%,-2%,1.1,-4%,2,-5
CC1CC2=C(C(=O)O1)C(c1ccccc1)Nc1ccccc1N2 (stereo unspecified),-3.9%,6%,-3%,i,0.5,1.7%,4%,1,4%,0,2
Cn1cc(Br)c(C(=O)Nc2sc3c(c2C#N)CCC3)n1,x,x,9%,i,0.3,4.4%,x,x,2%,x,x
CC1(C)CC(=O)C(C=NCC2CCN(C(=S)Nc3ccccc3)CC2)=C(O)C1,x,x,0%,i,0.2,1.9%,x,x,-5%,x,x
COc1cc(OC)c(S(=O)(=O)NC(C)C)cc1C(=O)O,x,x,1%,i,0.2,-0.9%,x,x,-2%,x,x
CCN(CCO)Cc1csc2ccc(C(C)(C)C)cc12,-4.0%,-9%,1%,i,0.0,-0.1%,-9%,1,1%,-2,-7
CC(=O)Nc1ccc2c(c1)OCO2,-2.5%,-7%,0%,i,0.6,1.1%,-9%,1.1,-7%,-15,-4
Cc1ccc(/C(N)=N/OC(=O)c2ccc3c(c2)OCO3)cc1,1.3%,4%,5%,i,0.3,1.6%,5%,1.2,-17%,-5,-3
Cc1cccc(N2CCN(C(=O)Cc3ccccc3[N+](=O)[O-])CC2)c1C,x,x,15%,i,0.4,6.7%,x,x,3%,x,x
COc1ccc(-c2[nH]ncc2CN(C)C(C)c2ccon2)c(OC)c1 (stereo unspecified),-1.2%,-8%,3%,i,0.5,1.2%,6%,1,-3%,-4,7
COCCN1C(=O)N[C@@H](c2cccc(F)c2)C(C(=O)OC)=C1C,x,x,-2%,i,3.5,1.0%,x,x,2%,x,x
CN(C)S(=O)(=O)c1cccc(NC(=O)c2sccc2-c2ccccc2)c1,x,x,-2%,+,3.4*,2.5%,x,x,-5%,x,x
CN1CC2(C)CN(C(c3ccccc3)c3ccccc3)CC(C)(C1)C2O (stereo unspecified),-9.2%,-2%,4%,i,0.5,0.9%,-2%,1.1,-6%,-9,5
CCOC(=O)C1=C(C)N=C2c3ccccc3C(=O)C2C1c1ccc(C)cc1 (stereo unspecified),-5.5%,-47%,-7%,i,0.6,1.6%,-25%,0.9,15%,4,-8
COc1cc(C(=O)NCC2CCCO2)ccc1OCc1c(C)noc1C (stereo unspecified),0.6%,12%,3%,i,0.6,0.8%,1%,1.1,2%,0,-10
O=C(CCN1C(=O)/C(=C/c2ccccc2)SC1=S)Nc1ccccn1,x,x,44%,i,2.9,4.6%,x,x,-11%,x,x
O=C1c2ccccc2-c2nc3ncnn3c(-c3ccccc3Cl)c21,-5.9%,-5%,-5%,i,0.9,-0.5%,-2%,1.1,3%,-10,-8
COc1cc2nc(NC(=O)c3ccc(Cl)cc3)sc(=O)c2cc1OC,x,x,18%,i,0.9,2.2%,x,x,-4%,x,x
CCOC(=O)c1[nH]c(C)c(C(=O)Nc2cc(Cl)ccc2C)c1C,-4.7%,0%,2%,x,x,5.5%,-2%,1.1,3%,0,-1
O=C(NC1CCOC1)c1ccc(OC2CCN(CCc3ccccc3)CC2)cc1 (stereo unspecified),-3.9%,-1%,0%,i,0.1,-0.4%,-2%,1.1,7%,24,8
CCOC(=O)C1=C(C)NC(=S)NC1c1ccc(-c2cccc(Cl)c2C)o1 (stereo unspecified),-2.8%,-4%,3%,i,0.4,9.4%,-1%,1,25%,12,-7
O=C(c1cc2ccccc2o1)N1CCN=C1SCc1cccc(F)c1,-5.5%,10%,0%,i,1.2,2.0%,6%,1.2,-4%,0,2
O=C(O)C1C2C=CC(C2)C1C(=O)NC1CCS(=O)(=O)C1 (stereo unspecified),-5.4%,2%,-1%,i,0.8,1.1%,3%,1,-8%,-8,3
Cc1cc2sc(C(=O)O)c(C)c2s1,0.4%,-9%,2%,i,0.2,0.5%,-15%,1.1,-5%,0,-2
CCOc1ccccc1OCc1nn2c(-c3ccc(C)cc3)nnc2s1,-5.3%,2%,-2%,i,0.4,2.6%,7%,0.6,-4%,-5,-5
O=c1nc(N/N=C/c2c[nH]c3ccccc23)cn[nH]1,x,x,-3%,i,1.1,-2.4%,x,x,1%,x,x
COc1ccc(CCNC(=O)CN2CCC(n3nnc4cc(F)ccc43)CC2)cc1OC,-0.2%,-9%,5%,i,0.4,x,-6%,1.2,-6%,-2,-2
COc1ccccc1N1CCN(C(c2cccs2)C(C)NC(=O)C(=O)N2CCCCC2)CC1 (stereo unspecified),x,x,1%,i,0.0,6.8%,x,x,-4%,x,x
CN(N)C(=S)NCc1ccccc1,-28%,5%,-1%,i,0.0,1.1%,7%,1.1,18%,x,x
COc1cc(S(=O)(=O)n2ccnc2)ccc1Br,-4.3%,-6%,-2%,i,0.7,0.5%,-14%,1.1,-9%,1,-3
CCn1c(-c2csc(-c3ccccc3)n2)n[nH]c1=S,-7.5%,-2%,-1%,i,0.6,0.0%,8%,0.9,1%,3,17
CCN(CC)CCN(C(=O)c1ccc2c(c1)CCCC2)c1nc2cc(OC)c(OC)cc2s1,x,x,-2%,i,0.4,3.4%,x,x,0%,x,x
CC(C)c1nc(SCC(=O)N2CCCC2)c2ccccc2n1,0.9%,5%,-9%,i,0.8,-0.5%,4%,1.2,5%,-3,-9
Cc1ccc(C2C(C#N)C(C#N)N3CCCN23)cc1 (stereo unspecified),-5.0%,3%,3%,i,0.9,0.8%,11%,1,-4%,16,-7
COc1cc(/C=N\Nc2nc(-c3cccs3)c(NC(C)=O)s2)ccc1O,x,x,13%,i,0.5,2.3%,x,x,-4%,x,x
CCc1ccc(NC(=O)Nc2cc(C(=O)NCC3CCCO3)ccc2N2CC3CC(C2)c2cccc(=O)n2C3)cc1 (stereo unspecified),x,x,5%,i,7.2,5.2%,x,x,3%,x,x
CSc1ccccc1OCc1cc(C(=O)NCCC2CCCCO2)no1 (stereo unspecified),x,x,3%,i,0.9,2.4%,x,x,-7%,x,x
Cc1ccc(S(=O)(=O)c2nc(S(C)(=O)=O)sc2N(C)C)cc1,-1.2%,4%,2%,i,1.1,3.4%,4%,1.1,-4%,1,5
Cn1nnc2c(N3CCCCC3)nccc21,-1.8%,14%,10%,i,0.9,1.1%,2%,1.1,20%,21,1
Cc1ccc(NC(=O)C2CCC(CNC(=O)[C@@H]3Cc4ccccc4CN3)CC2)cc1 (stereo partly specified),x,x,-2%,i,0.0,-0.7%,x,x,-1%,x,x
CC(=O)c1ccc(NC(=O)c2cccc(N3C(=O)c4ccccc4C3=O)c2)cc1,x,x,8%,u,x,2.2%,x,x,-2%,x,x
Nc1ccc2c(c1)OC1(CCCCC1)O2,-2.0%,x,-6%,i,0.5,x,56%*,1.1,-7%,1,16
O=C(COC(=O)/C=C/c1ccco1)Nc1ccc(F)cc1Cl,-0.3%,-5%,3%,i,0.2,-0.4%,-1%,1.2,5%,-1,4
Cc1ccc(C(=O)Nc2nc3ccccc3[nH]2)cc1,x,x,8%,u,x,2.0%,x,x,-1%,x,x
NC(=O)CC(NC(=O)c1ccc(Br)cc1)c1ccc(N2CCN(c3ccccc3)CC2)c([N+](=O)[O-])c1 (stereo unspecified),x,x,7%,i,0.2,12%,x,x,-5%,x,x
Cc1ccsc1/C=N/NC(=O)C(=O)NCC(C)C,0.1%,6%,-4%,i,0.4,-0.4%,8%,1.1,0%,-17,-2
NS(=O)(=O)c1ccc(NC(=O)COC(=O)CCNC(=O)NC23CC4CC(CC(C4)C2)C3)cc1,-6.8%,-5%,4%,i,0.9,0.2%,-15%,1.1,8%,10,7
O=C(N/N=C/c1ccccc1)C1CCCN1C(=O)c1cc([N+](=O)[O-])cc([N+](=O)[O-])c1 (stereo unspecified),x,x,12%,i,1.0,0.9%,x,x,-1%,x,x
COc1ccc(-c2ccc(CO)o2)cc1N,-3.5%,28%,-9%,i,0.5,1.2%,13%,1,-1%,1,0
CCCC(=O)C1CCN(Cc2ccccc2)CC1,-6.5%,-1%,-2%,i,1.0,0.2%,10%,1,1%,x,x
S=C(NCCc1ccccc1)NC1CCCCCC1,-8.7%,13%,0%,i,0.0,1.0%,22%,1,-6%,68*,61*
